FUS suppressor: FUS proteinopathy suppression in yeast | AID 1347120 | Potency, µM (titrated, usually from 76.6 µM), for the others: at the highest dose growth rescue (activation), actives largely listed as activators | S. cerevisiae FUS-expressing, growth rescue, OD600, 24 h | hit rate 0.24% among 390,000;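 also: potency is read from the fitted curve at half-maximal effect; plate controls were DMSO vehicle for no effect and reference control for full effect; nearly all actives have a fitted effect of over 55% in size; some results filed as inactive show a strong effect at the top dose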
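Compound concentration series was pinned onto galactose-induced FUS-expressing yeast seeded at OD 0.005. Plates sat 24hr at 30C; absorbance at 600 nm gave growth. DMSO served as background control.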
IL-2 act: activators of IL-2; activation, % (series mostly up to about 46 µM); IL-2 activation reporter assay, cell-based qHTS; stimulated with anti-CD3/CD4/CD28 beads; in transgenic mouse T cells; hit rate 0.065% among 360,000; in the data active = activation above about 50%; inconclusive = mostly about 30% to 49%; also: 0% is about no effect
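Screening format: compound pinned onto unstimulated transgenic mouse T cells, 60 min incubation, then anti-CD3/anti-CD4/anti-CD28 bead stimulation for 18 hours at 37 degrees C, followed by EGFP and DsRed detection.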
PI5P4Ka inh: blocks human PI5P4K alpha kinase activity | PI5P4Kalpha enzyme, ADP-Glo luminescence, 60 min; stronger effect = lower value | max response, % | hit rate 1.2% among 330,000; active = max response of -50% or lower; inconclusive = between -30% and -50%; inactive = -30% or higher; also: value at the top dose of about 77 µM; % is scaled to controls: 0 for no effect and ±100 for the full control effect
Target sequence (P48426 whole entry, looked up): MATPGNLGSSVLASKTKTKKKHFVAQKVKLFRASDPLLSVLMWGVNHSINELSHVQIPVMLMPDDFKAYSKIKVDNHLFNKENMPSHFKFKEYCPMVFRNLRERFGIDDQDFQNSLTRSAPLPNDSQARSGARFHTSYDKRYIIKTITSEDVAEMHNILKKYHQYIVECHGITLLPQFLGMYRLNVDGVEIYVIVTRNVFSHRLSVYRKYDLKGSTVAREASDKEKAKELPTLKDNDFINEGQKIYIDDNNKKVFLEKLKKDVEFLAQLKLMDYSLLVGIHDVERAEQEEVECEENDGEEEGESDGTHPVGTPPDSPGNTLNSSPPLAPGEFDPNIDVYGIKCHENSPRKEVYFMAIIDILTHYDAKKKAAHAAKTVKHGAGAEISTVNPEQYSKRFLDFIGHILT
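Single end-point luminescence (ADP-Glo) quantified ADP from PI5P4Kalpha turnover; ATP 5 microM final, 1 h at RT, 0.1% CHAPS and 0.28 mM EGTA in HEPES pH 7.4.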
aSyn rescue: rescues yeast growth from alpha-synuclein toxicity; Yeast expressing alpha-synuclein, growth rescue, BacTiter-Glo, 24 h; Potency, µM (top dose mostly 46.1 µM), for inactives: at the highest dose growth rescue (activation), hits mostly activators; hit rate 0.14% among 370,000; AID 652106; also: potency is read from the fitted curve at half-maximal effect; % of control where 0% means no effect; nearly all actives have a fitted effect of over 65% in size
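Screening used galactose-induced yeast with toxic alpha-synuclein levels, exposed to compound for 24 hr at 30 deg C. Cell growth, read with BacTiter-Glo luminescence, gave the measured signal.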
EPAC1 antag: EPAC1 (human) antagonism; O95398; EPAC1 GEF assay, Rap1b-BODIPY-GDP exchange fluorescence; Potency, µM (titrated, usually from 115 µM), for inactives: at the top dose activity change, negative = inhibition, hits mostly inhibitors; hit rate 0.14% among 360,000;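 also: potency is read from the fitted curve at half-maximal effect; plate controls were vehicle for no effect and positive control for full effect; nearly all actives have a fitted effect of over 50% in size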
WRN helicase inh: blocks human WRN helicase; WRN helicase unwinding, fluorescent forked duplex, kinetic; Potency, µM (series often up to 114 µM), without a hit: at the top dose activity change, negative = inhibition, usual class: inhibitors; hit rate 0.46% among 360,000; also: potency is read from the fitted curve at half-maximal effect; % is scaled to controls: 0 for no effect and ±100 for the full control effect; nearly all actives have a fitted effect of over 55% in size
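Kinetic fluorescence helicase assay: unwinding of a quenched forked DNA duplex (100 nM final) with 2 mM ATP final raises red fluorescence (525/598 nm). Compounds sat 15 min at room temperature with 20 nM WRN beforehand.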
PLK1 PBD block: inhibitors of human PLK1 polo-box domain binding; Plk1 PBD binding of FITC phosphopeptide, fluorescence polarization; P53350; Potency, µM, without a hit: max response, negative = inhibition, actives largely listed as inhibitors; hit rate 2.8% among 360,000; AID 720504; also: potency is read from the fitted curve at half-maximal effect; series mostly up to about 57 µM; % is scaled to controls: 0 for no effect and ±100 for the full control effect; nearly all actives have a fitted effect of over 65% in size
Target sequence (P53350 whole entry, looked up, the tested form may be a part): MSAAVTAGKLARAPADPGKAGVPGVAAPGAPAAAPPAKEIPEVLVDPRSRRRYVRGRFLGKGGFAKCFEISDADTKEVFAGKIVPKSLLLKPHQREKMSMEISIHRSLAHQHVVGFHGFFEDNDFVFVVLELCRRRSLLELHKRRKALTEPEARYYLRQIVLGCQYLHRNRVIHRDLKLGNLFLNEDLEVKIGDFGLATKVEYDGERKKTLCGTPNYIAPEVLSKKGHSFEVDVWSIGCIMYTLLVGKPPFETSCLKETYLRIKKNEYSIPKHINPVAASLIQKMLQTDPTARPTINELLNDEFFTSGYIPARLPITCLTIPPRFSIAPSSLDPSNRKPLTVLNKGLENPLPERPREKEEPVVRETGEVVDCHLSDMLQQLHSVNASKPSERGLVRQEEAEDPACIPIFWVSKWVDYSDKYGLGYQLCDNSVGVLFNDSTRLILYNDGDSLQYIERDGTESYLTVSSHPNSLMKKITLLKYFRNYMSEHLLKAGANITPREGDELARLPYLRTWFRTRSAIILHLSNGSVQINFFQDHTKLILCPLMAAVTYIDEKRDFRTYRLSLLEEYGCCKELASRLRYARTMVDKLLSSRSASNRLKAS
Abeta yeast res: compounds reversing amyloid beta toxicity in yeast; yeast expressing A-beta42, growth rescue, OD600, 48 h; response scale: 0% DMSO, 100% iron-clioquinol control; Potency, µM (series often up to 46.1 µM), for the others: top-dose growth rescue, most hits filed as activators; hit rate 0.063% among 410,000; AID 1347071; also: potency is read from the fitted curve at half-maximal effect; nearly all actives have a fitted effect of over 55% in size
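Growth rescue measured by 600 nm absorbance after 48 h yeast culture at 30 C with compound. Values normalized between DMSO and an equimolar ferric chloride plus clioquinol control.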
EPAC1 ag: agonists of human EPAC1 | O95398 | EPAC1 agonist qHTS, biochemical assay; response scale: 100% = response to 6.5 mM cAMP | Potency, µM (highest dose often 154 µM), for inactives: at the highest dose activation, most hits filed as activators | hit rate 0.073% among 360,000; also: potency is read from the fitted curve at half-maximal effect; nearly all actives have a fitted effect of over 60% in size
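Fluorescent GDP-exchange assay: 100 nM EPAC1 with 250 nM Rap1B preloaded with BODIPY-GDP and 50 uM GDP; compounds tested as concentration series, 5 min at room temperature, then read every 5 min for 30 min (ex 480/em 540 nm); normalized to 6.5 mM cAMP.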
* marks the source's active call; other numbers are inactive results; ? = inconclusive; . = not tested or not shown; [ ] = remark or other dose. Unless noted, calls follow the shape of the dose curve; as a rule, active = well fitted curve in the direction sought with a large enough effect; inconclusive = small, poorly fitted or top-dose-only effect, or another doubt; inactive = no such curve, though single readings can be large; an effect the other way counts as inactive or inconclusive. Compounds as they come, and some 4.1% of all compounds hit somewhere here.

Every second line gives: FUS suppressor, IL-2 act, PI5P4Ka inh, aSyn rescue, EPAC1 antag, WRN helicase inh, PLK1 PBD block, Abeta yeast res, EPAC1 ag
- COc1cc(OC)cc(C(=O)Nc2ccc(CN3CCCCC3)cc2)c1
  16%, 0.4, 0, 0%, 3%, 2%, -7%, 14%, 0%
- Cn1c(CC(=O)Nc2ccc(Cl)c(Cl)c2)n[nH]c1=S
  17%, 2.7, -6, -1%, -8%, -1%, -8%, -4%, -3%
- COc1ccc(-n2nc(C(=O)NCC(=O)N3CCCC(C)C3)c3ccccc3c2=O)cc1 (stereo not drawn)
  1%, -0.5, 2, 4%, 2%, -9%, -2%, -12%, -2%
- COc1ccc(CN(C(=O)c2ccco2)c2ccc(C)cc2)cc1OC
  30%, -0.2, ., 17%, 1%, 4%, 0%, 8%, -3%
- COc1ccc(S(=O)(=O)N2CCCC2C(=O)n2nc(C)cc2C)cc1 (stereo not drawn)
  10%, -0.8, 1, -7%, -19%, 0%, -16%, -7%, 0%
- C=CCCC(=O)NC1CC(C)(C)Cc2c1cnn2-c1ccc(OC)cc1 (stereo not drawn)
  3%, 0.4, 5, -3%, -13%, -2%, -8%, -11%, -2%
- COC(OC)c1ccnc(-c2ccc(OC(=O)c3cccs3)cc2)n1
  -4%, 2.1, 5, 2%, -17%, 6%, 5%, -7%, 5%
- CCOC(=O)C1CCN(Cc2nnc(-c3cccc(Br)c3)o2)CC1
  -5%, -1.0, 2, 2%, 18%, 7%, 2%, -6%, 6%
- C/C(=N\NC(=O)Cc1c(Cl)cccc1Cl)c1cccnc1
  ., -4.1, -3, -3%, 3%, -35%, 0%, -4%, 3%
- O=C(O)CCc1nn2c3ccccc3n(CCO)c2nc1=O
  17%, -1.9, -7, -1%, -9%, 0%, -5%, -6%, 5%
- S=c1sc2ccccc2n1CCc1ccncc1
  5%, -0.5, 2, 2%, -17%, 11%, 1%, 4%, -14%
- Cc1c(C(=O)N2CCCCC2CCN2CCCC2=O)oc2c(F)cccc12 (stereo not drawn)
  ., -2.5, 6, -2%, -7%, ?, -15%, -9%, 4%
- CCOc1ccc(CCN2C(=S)N([C@@H](CC(C)C)CN3CCC[C@@H]3CN3C(=S)NC[C@@H]3CC(C)C)C[C@@H]2Cc2ccc(O)cc2)cc1
  ?, -0.8, 1, -33%[inhibitor], -26%, -14%, -6%, -9%, -14%
- CCOC(=O)[C@]12CCCC=C1N(Cc1cccc3ccccc13)C(=O)[C@H](CC(=O)NCCCOC)C2
  33%, -0.3, -2, 10%, 3%, 4%, 4%, 6%, -5%
- COc1ccc(OC)c(CC(=O)Nc2ccc3c(c2)CCC3)c1
  -15%, -2.1, 3, 7%, -9%, -3%, -13%, -5%, 12%
- Cc1cc(Cl)ccc1C(=O)C1CCCN(C(=O)/C=C/c2cnn(C)c2)C1 (stereo not drawn)
  29%, 0.1, 1, 24%, -13%, 0%, -1%, -2%, 2%
- COc1ccc(OCC(=O)Nc2ccccc2C(=O)NC2CC2)cc1
  21%, 1.6, -3, ?, -2%, -3%, 2%, -10%, -1%
- CS(=O)(=O)N1CCc2cc(C(=O)Nc3ccc(Br)cc3)ccc21
  -29%, -0.9, 0, -9%, -16%, -5%, -12%, -7%, -4%
- COc1ccc(NS(=O)(=O)c2cc(NC(=O)c3cccs3)ccc2N2CCOCC2)cc1
  30%, 1.6, 1, -1%, 9%, -7%, -3%, 19%, -5%
- CCOC(=O)c1c(C)nc(-c2ccccc2)nc1NC(=O)CC
  -17%, 0.9, 8, 0%, -3%, 8%, -4%, -4%, 1%
- CCC(CC)C(=O)Nc1nnc(CCc2ccccc2)s1
  19%, -0.6, -1, -2%, -25%, -4%, 2%, ?, -3%
- O=C1c2ccc(Cl)cc2S(=O)(=O)c2cccc(C(=O)N3CCN(c4ccc(Cl)cn4)CC3)c21
  ?, -3.7, -10, 18%, -5%, -9%, -16%, 15%, -15%
- CC(=O)Nc1ccc(NC(=O)Cn2ccc([N+](=O)[O-])n2)cc1
  11%, 1.5, 2, -1%, 0%, 10%, -18%, 2%, 5%
- O=C(NCCCCc1ccccc1)C12CN(Cc3ccccc3)CC1C(c1cccc([N+](=O)[O-])c1)=NO2 (stereo not drawn)
  ?, 1.1, 3, -3%, -25%, 2%, -14%, 3%, 2%
- CC(C)[C@@H](NC(=O)C1CCC(CNC(=O)[C@H](Cc2ccccc2)NC(=O)OC(C)(C)C)CC1)C(=O)O (stereo partly drawn)
  6%, -0.1, 1, 0%, 1%, 16%, -23%, -6%, 5%
- N#Cc1sc(NCc2ccccn2)nc1Cl
  10%, 0.2, -2, -4%, 2%, 10%, 3%, 7%, 2%
- Cc1ccc(NC(=O)C2CC(c3ccc(F)cc3)=NO2)cc1 (stereo not drawn)
  10%, -3.5, ., -11%, 4%, 11%, 2%, 6%, -13%
- COc1cc(OC)c(-n2cc(-c3ccc(OC)c(OC)c3)[nH]c2=S)cc1Cl
  ?, -2.9, -9, 1%, -5%, -9%[57.1 µM], 30µM*, 7%, -8%
- CCOc1ccc(N2C(=O)C3Sc4[nH]c(=O)sc4C(c4ccc(OC)c(OC)c4)C3C2=O)cc1 (stereo not drawn)
  ?, 0.4, 3, -1%, -21%, -3%, -9%, -12%, 7%
- COc1cccc(-c2cc3c(c4c2ccn4C)C2CCC3C2)c1 (stereo not drawn)
  19%, -0.7, 2, -9%, -9%, -8%, -2%, 6%, -5%

PLK1 PBD block, entries above that show a hit.
SMILES,IL-2 act,PI5P4Ka inh,EPAC1 antag,WRN helicase inh,PLK1 PBD block
COc1cc(OC)c(-n2cc(-c3ccc(OC)c(OC)c3)[nH]c2=S)cc1Cl,-2.9,-9,-5%,-9%[57.1 µM],30µM*

(next part)
Every second line gives: FUS suppressor, IL-2 act, PI5P4Ka inh, aSyn rescue, EPAC1 antag, WRN helicase inh, PLK1 PBD block, Abeta yeast res, EPAC1 ag
- C=CCCCCCCCCC(=O)NNC1=CC(=O)CC(C)(C)C1
  24%, -0.4, -8, 5%, 7%, -4%, -8%, 1%, -13%
- COC(=O)COc1ccc(S(=O)(=O)Nc2ccc(NC(C)=O)cc2)cc1
  -7%, -0.5, ., 0%, 2%, 6%, -2%, 11%, -5%
- Cc1ccc(-n2nc3c(=O)n(CCCC(=O)NCC(C)c4ccccc4)nc(C)c3c2C)cc1 (stereo not drawn)
  11%, -0.6, 4, -1%, 6%, 2%, -3%, ., -1%
- O=C(COC(=O)CC(c1ccccc1)c1ccccc1)Nc1cccc(F)c1
  ., 0.0, 25, 3%, ?, -25%, 0%, 18%, 6%
- C[C@H](CO)N1C[C@H](C)[C@@H](CN(C)C(=O)NC2CCCCC2)Oc2c(NS(=O)(=O)c3ccc(F)cc3)cccc2C1=O
  33%, -0.2, -1, 7%, 14%, -6%, -7%, -11%, -4%
- CCOc1ccc(NC(=O)C2CC(=O)N(c3ccc4c(c3)OCCO4)C2)cc1OCC (stereo not drawn)
  32%, -5.3, -6, -8%, -8%, -10%, -5%, 11%, -4%
- CN(CC(=O)Nc1ccc(Cl)c(C(F)(F)F)c1)C(=O)c1cc(=O)c2ccccc2o1
  9%, -0.5, 12, -6%, -13%, -2%, -14%, -13%, -4%
- COc1ccc(-n2nnnc2SCc2nc3ccccc3s2)cc1
  13%, 0.1, -13, -6%, 11%, 2%, -5%, 6%, 10%
- COC(=O)C1=CN(c2ccc3c(c2)OCO3)C(N)=C(C#N)C1c1ccc(-c2ccccc2)cc1 (stereo not drawn)
  ?, -0.7, 5, 8%, 11%, -5%, -10%, -8%, 17%
- O=C1NC(=O)C(CCc2ccccc2)(c2ccccc2)N1 (stereo not drawn)
  ., -4.5, 1, 0%, 4%, -22%, -5%, 7%, 0%
- Cc1ccc(/C(N)=N/OC(=O)CCc2ccccc2)cc1
  -4%, -0.3, ., 0%, 4%, 2%, -8%, -2%, 11%
- CCn1cc([N+](=O)[O-])c(C(=O)N2CCOCC2)n1
  -24%, -0.8, -5, -12%, -14%, 3%, -5%, -10%, -3%
- CC(=O)N1CCN(c2ccc(NCc3ccc(C)cc3)cc2)CC1
  ?, 1.6, ., -1%, 13%, 3%, -9%, 5%, 0%
- O=C(c1ccc(S(=O)(=O)Nc2ccccc2F)cc1)N1CCCCCC1
  13%, -0.6, 6, 6%, 11%, 3%, -1%, -12%, -1%
- CCCN(C(=O)c1nc2nccc(C)n2n1)c1c(N)n(Cc2ccccc2)c(=O)[nH]c1=O
  -16%, 0.7, -7, -6%, 6%, 1%, -4%, -16%, -12%
- CC(C)(C)c1ccc(C(=O)NCC(=O)OCC(=O)NC(=O)NC2CCCC2)cc1
  ., -6.0, 1, 2%, 13%, 1%, 1%, -10%, 8%
- O=C(Nc1cccc(Cl)c1)OCc1ccccn1
  -4%, 0.8, 2, -2%, -13%, -4%, -5%, 4%, -13%
- CC(C)CCn1c(SCC(=O)OCn2nnc3ccccc3c2=O)nc2ccccc2c1=O
  4%, -3.1, ., 4%, -4%, -3%[57.1 µM], -3%, -1%, -1%
- COc1ccc([C@H](NC(=O)OC(C)(C)C)C(=O)OC(C)(C)C)cc1
  14%, -3.4, 8, -1%, -1%, 0%, -22%, 31%, -9%
- COc1ccc(Cl)cc1S(=O)(=O)N1CCC(C(=O)NCC2CCCO2)CC1 (stereo not drawn)
  ., 1.0, -6, -1%, 13%, ?, -2%, -6%, 2%
- Nc1nccnc1C(=O)OCC(=O)NCCc1ccc(S(N)(=O)=O)cc1
  42%, 1.5, -19, 1%, -9%, -3%[11.6 µM], -9%, -9%, 6%
- Cc1c(O)c(CN2CCCC2)cc2c1oc(=O)c1ccccc12
  29%, -1.3, -2, 1%, -15%, -3%, -11%, 4%, 5%
- CC1(c2nnc(-c3ccccc3)o2)CC(c2c(Cl)cccc2Cl)=NO1 (stereo not drawn)
  -18%, -0.5, 13, -26%, ?, -10%, -6%, -13%, -24%
- CCC1CCC2(CC1)NC(=O)N(CC(=O)Nc1cc(C)on1)C2=O (stereo not drawn)
  ., 0.6, 8, 8%, -17%, -20%, -4%, -7%, -2%

Assay outcomes as filed in PubChem.
